Source: PubChem BioAssay (The Scripps Research Institute Molecular Screening Center)
M4 ag: agonists of human muscarinic M4 receptor (CHRM4) | P08173 | CHO-K1 hM4/Gqi5, Fluo-8 calcium fluorescence; vehicle 0%, full acetylcholine response 100% | activation, % at 3 µM | 360,000 compounds, 0.14% hits | AID 624127;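 active = activation above the run mean over all test wells plus 3 SD, cut at about 32% in these data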;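 note: peak over basal fluorescence ratio per well then scaled between controls; 0% = DMSO wells and 100% = acetylcholine at EC100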
CHO-K1 Ca antag: M1 antagonist counterscreen hit in parental CHO-K1 cells. ATP-induced calcium, Fluo-8 fluorescence. AID 602250. 360,000 compounds, 0.6% hits. inhibition, % at 3 µM;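 active = inhibition above a per-plate cutoff, the plate's mean sample inhibition plus 3 SD, cut at about 24% in these data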;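 note: 0% = DMSO plus EC80 ATP and 100% = DMSO alone without ATP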
CHRM1 agonist: agonists of human M1 muscarinic receptor | P11229 | CHO-K1 hM1, Fluo-8 calcium fluorescence, agonist mode; 0% DMSO, 100% acetylcholine EC100 | activation, % at 3 µM | 360,000 compounds, 0.33% hits;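 active = activation above the run's mean compound activation plus 3 SD, cut at about 16% in these data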;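 note: peak over basal fluorescence ratio within a 140 s kinetic read after compound addition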
M1 PAM: potentiates human M1 receptor response to acetylcholine; P11229; CHO-K1 hM1, Fluo-8 calcium fluorescence, ACh EC20; 0% = ACh EC20, 100% = maximal ACh; activation, % at 3 µM; 360,000 compounds, 0.088% hits; in the data active = activation above about 19%, passing the limit was not always enough
OXTR potentiate: potentiates the human oxytocin receptor response | P30559 | CHO-OTR cells, Fluo-8 calcium fluorescence, potentiator mode; 0% = oxytocin EC15, 100% = EC100 | activation, % at 3 µM | 320,000 compounds, 0.061% hits | AID 2445;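 active = activation above that plate's cutoff, the mean activation of tested compounds plus 3 SD, cut at about 6.6% in these data, passing the limit was not always enough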;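 note: 100% uses oxytocin at 75 nM as the full agonist control; some results filed as inactive read as strong as hits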
Target sequence (P30559 whole entry, looked up): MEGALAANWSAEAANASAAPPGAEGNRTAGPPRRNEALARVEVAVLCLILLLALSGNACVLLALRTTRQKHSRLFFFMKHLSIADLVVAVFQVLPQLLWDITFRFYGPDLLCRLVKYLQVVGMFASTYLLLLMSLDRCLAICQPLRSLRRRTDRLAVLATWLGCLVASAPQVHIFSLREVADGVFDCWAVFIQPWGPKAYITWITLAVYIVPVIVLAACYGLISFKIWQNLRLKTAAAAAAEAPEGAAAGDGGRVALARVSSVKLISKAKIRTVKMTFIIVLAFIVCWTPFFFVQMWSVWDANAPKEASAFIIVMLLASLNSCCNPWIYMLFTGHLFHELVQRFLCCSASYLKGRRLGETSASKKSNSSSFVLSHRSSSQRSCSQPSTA
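Measured by – Fluo-8 calcium dye fluorescence · Test system – human OTR in CHO cells · Dosing – one concentration, 3.0 µM compound · Controls – EC15 oxytocin alone as 0%, 75 nM oxytocin as 100% · Evaluation – normalized max/min fluorescence ratio, % activation · Timing – 6 min pre-incubation, 100 s read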
M1 ag parental: counter-screen for M1 agonists: effect in parental CHO-K1 cells | Fluo-8 calcium fluorescence; scaled to maximal ATP response, vehicle zero | activation, % at 3 µM | 360,000 compounds, 0.48% hits | AID 602248; in the data active = activation above about 15%;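 note: untransfected CHO-K1 host cells lacking M1 receptor as counterscreen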
CHRM4 antagonist: antagonists of human muscarinic M4 receptor (CHRM4). CHO-hM4 cells, ACh EC80, Fluo-8 calcium fluorescence. inhibition, % at 3 µM. 360,000 compounds, 0.73% hits. AID 624125;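 active = inhibition above its plate's cutoff, the mean inhibition of sample wells plus 3 SD, cut at about 27% in these data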;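 note: 0% = acetylcholine EC80 with DMSO and 100% = DMSO without agonist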
CHO parental Ca: counter-screen for OX1R antagonists: effect in parental CHO cells | 330,000 compounds, 0.63% hits | parental CHO-K1, ATP-induced calcium, Fluo-8 fluorescence | AID 463079 | inhibition, % at 5.6 µM;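 active = inhibition above that plate's mean sample inhibition plus 3 SD, cut at about 26% in these data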;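 note: 0% = ATP-challenged DMSO wells and 100% = DMSO wells without ATP; some compounds past the cut are filed as inactive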
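Assay system: parental CHO cells; Read-out basis: percent inhibition of ATP-evoked calcium rise, normalized to controls; Benchmarks: ATP and no-ATP DMSO wells; Compound dosing: single nominal dose of 5.6 µM per compound; Signal: Fluo-8 calcium dye fluorescence; Also added: ATP as calcium-mobilizing challenge; Repeats: singlicate.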
M1 antag: blocks human M1 muscarinic receptor; P11229; CHO-K1 hM1, Fluo-8 calcium fluorescence, ACh EC80 antagonist; inhibition, % at 3 µM; 360,000 compounds, 1.3% hits; AID 588852;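 active = percent inhibition above its own plate's cutoff, namely the mean of that plate's compound wells plus 3 SD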;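 note: peak over basal fluorescence ratio during 140 s after agonist addition; 0% = ACh EC80 plus DMSO and 100% = DMSO alone without agonist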
Starred values were filed as active, the others as inactive; nt = no result given.

Values run as follows: M4 ag	CHO-K1 Ca antag	CHRM1 agonist	M1 PAM	OXTR potentiate	M1 ag parental	CHRM4 antagonist	CHO parental Ca	M1 antag
Cc1cccc(C)c1NC(=O)CSc1nnc(NC(=O)c2ccccc2C(=O)O)s1
 : 0	-10	-4	7	7	0.3	4	2	-5
Cc1ccc2nc(NC(=O)CSc3nncc(=O)n3N)sc2c1
 : 3	-9	1	16	-7	0.2	1	1	-13
CCOc1ccc(C)cc1S(=O)(=O)n1cnc2ccccc21
 : -1	1	-3	4	1	0.2	-7	-19	-4
Nc1nonc1C(=O)NCCNC(=O)c1ccc(Cl)cc1
 : 1	-5	-4	5	-3	0.1	-7	-4	-11
CCOC(=O)C1=C(C)N(C[C@@H]2CC[C@@H](Cc3ccc(-c4ccccc4)cc3)O2)C(=O)NC1c1ccc(SCc2ccco2)c([N+](=O)[O-])c1 (stereo not given in full)
 : 0	-7	-2	5	nt	0.2	-8	-20	-9
CN(Cc1ccccc1)C(=O)Nc1ccc(Cl)cc1
 : 0	2	-5	3	-7	2.3	2	2	-5
COc1ccc(-c2nc3ccc([N+](=O)[O-])cc3o2)cc1
 : 0	-10	-4	1	-5	0.2	-4	-9	-11
CC(=O)C1C(c2ccc([N+](=O)[O-])cc2)c2c(noc2C)CC1(C)O (stereo not given)
 : 6	-9	-8	-4	5	1.5	-6	-23	0
COC(=O)c1[nH]c2c(c1C)C(=O)CC(c1cccc(OC)c1)C2 (stereo not given)
 : 5	-14	-2	-5	-12	6.1	3	-16	6
O=C(Oc1ccccc1[N+](=O)[O-])c1cccnc1
 : 2	-19	-3	3	-1	0.1	-11	6	-6
CC(NS(=O)(=O)c1ccc(Br)cc1)C(c1cccs1)N1CCN(C)CC1 (stereo not given)
 : 3	-3	-11	0	-4	1.3	-11	-13	-4
CC1(C)Oc2ccc(C(=O)N3CCCC3)cc2N(CC(=O)NCc2ccccc2)C1=O
 : 0	-9	-2	1	-15	-0.2	10	-11	-2
COc1ccc(NC(=O)NCCc2ccc(Cl)cc2)cc1OC
 : 2	-21	1	12	-5	1.8	-3	-10	-23
CC(C)(C)c1ccc(C(=O)C2CCCN(C(=O)C3CCOCC3)C2)cc1 (stereo not given)
 : 5	0	-12	6	0	1.3	-8	-14	-9
O=C1C(=Cc2cccs2)Oc2ccccc21
 : 0	0	-5	0	nt	-0.1	-4	nt	-6
c1csc(-c2nn3cnnc3c3ccccc23)c1
 : 2	-9	-4	8	-11	2.7	9	-10	-6
NCCCCCc1cn(CC(=O)NCCCCCCCCCCC(=O)N2CCNCC2)nn1
 : 1	-10	-10	25	-1	0.0	-12	-2	-22
CCOC(=O)CSc1nc2sc3c(c2c(=O)n1-c1ccc(C)cc1)CCN(C)C3
 : 0	8	-10	1	nt	0.1	3	nt	4
COC(=O)CSc1nc2nc(C)c(Br)cc2[nH]1
 : 0	0	-5	2	-2	0.2	-3	-9	6
N#Cc1c(SCC(N)=O)nc2c(c1-c1ccncc1)CCCC2
 : 0	-9	-1	5	-11	0.6	0	-10	-6

Ordered by SMILES length (lowest first): some entries from above.
Values run as follows: M4 ag	CHO-K1 Ca antag	CHRM1 agonist	M1 PAM	OXTR potentiate	M1 ag parental	CHRM4 antagonist	CHO parental Ca	M1 antag
c1csc(-c2nn3cnnc3c3ccccc23)c1
 : 2	-9	-4	8	-11	2.7	9	-10	-6
CN(Cc1ccccc1)C(=O)Nc1ccc(Cl)cc1
 : 0	2	-5	3	-7	2.3	2	2	-5
O=C(Oc1ccccc1[N+](=O)[O-])c1cccnc1
 : 2	-19	-3	3	-1	0.1	-11	6	-6
COc1ccc(NC(=O)NCCc2ccc(Cl)cc2)cc1OC
 : 2	-21	1	12	-5	1.8	-3	-10	-23
CCOc1ccc(C)cc1S(=O)(=O)n1cnc2ccccc21
 : -1	1	-3	4	1	0.2	-7	-19	-4
Cc1ccc2nc(NC(=O)CSc3nncc(=O)n3N)sc2c1
 : 3	-9	1	16	-7	0.2	1	1	-13
N#Cc1c(SCC(N)=O)nc2c(c1-c1ccncc1)CCCC2
 : 0	-9	-1	5	-11	0.6	0	-10	-6
COc1ccc(-c2nc3ccc([N+](=O)[O-])cc3o2)cc1
 : 0	-10	-4	1	-5	0.2	-4	-9	-11
CC(C)(C)c1ccc(C(=O)C2CCCN(C(=O)C3CCOCC3)C2)cc1 (stereo not given)
 : 5	0	-12	6	0	1.3	-8	-14	-9
Cc1cccc(C)c1NC(=O)CSc1nnc(NC(=O)c2ccccc2C(=O)O)s1
 : 0	-10	-4	7	7	0.3	4	2	-5

(more compounds)
Values run as follows: M4 ag	CHO-K1 Ca antag	CHRM1 agonist	M1 PAM	OXTR potentiate	M1 ag parental	CHRM4 antagonist	CHO parental Ca	M1 antag
FCCCOc1ccc(/C=N/OCc2c(Cl)cccc2Cl)cc1
 : 0	-2	-1	0	-6	-0.1	-3	-7	-8
CC1CC(C)CN(C(=O)C2CCCN(S(=O)(=O)c3cccc4nonc34)C2)C1 (stereo not given)
 : 1	12	-1	4	-13	0.3	-7	-16	1
CC(C)c1nnc(NC(=O)CCC(=O)N2CCN(C3CCCCC3)CC2)s1
 : 1	-11	22*	-12	-2	0.6	12	-2	9
CC(=O)Nc1ccccc1-c1cccc2nccn12
 : 0	-7	-3	3	nt	0.2	3	nt	-6
Cc1cc(C)n2nc(SCC(=O)N3CCC(C)CC3)nc2n1
 : 1	-13	-3	8	4	0.8	0	-14	-12
CC(C)(C)C1CCc2c(C(=O)NNC(=O)CCCC(=O)O)csc2C1 (stereo not given)
 : 0	-13	-3	0	-2	0.3	19	-2	3
CCOC(=O)C1(Cc2ccccc2C)CCCN(C(=O)CN2CCCCC2=O)C1 (stereo not given)
 : 1	-7	-2	11	-8	1.2	-5	-15	-13
CCOC(=O)c1[nH]c(C)c(/C(C)=N\O)c1C
 : -1	-9	-4	2	nt	0.4	-4	nt	-25
Cc1cc(C)c[n+](CC(=O)c2ccc(-c3ccccc3)cc2)c1
 : 1	-7	-14	-23	-5	0.0	3	-7	36*
COc1ccc(C(=O)NCC(=O)NCC(=O)OCc2ccc(Br)cc2)cc1
 : 11	-15	-5	6	5	1.8	-6	-17	-6
CC1(Cc2ccccc2Cl)C(=O)Nc2ccc(OC(F)(F)F)cc21 (stereo not given)
 : 0	-11	-2	-3	nt	-0.2	-17	nt	-3
CN(C(=O)Cn1c(Cl)nc2c1c(=O)n(C)c(=O)n2C)C1CCS(=O)(=O)C1 (stereo not given)
 : 1	4	-2	-10	-5	-0.4	-7	14	23*
O=S(=O)(c1cccc(C(F)(F)F)c1)N1CCN(C(=S)NCc2ccco2)CC1
 : 5	1	-5	5	-9	2.1	10	-10	-5
Cc1cc(C)c(C(=O)COC(=O)Cn2c(C)csc2=O)cc1C
 : 2	-6	-5	4	-13	1.6	2	-19	-7
